Source: PubChem
AmpC no deterg = inhibitors of E. coli AmpC beta-lactamase without detergent; AmpC nitrocefin hydrolysis, absorbance 480 nm, 0.0001% Triton; P00811; actives 0.52% (n = 330,000); Potency, µM (titrated, usually from 57.1 µM), without a hit: at the highest dose activity change, negative = inhibition, usual class: inhibitors;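 further: potency means the concentration at half of the fitted maximal effect; plate controls were no compound for no effect and no enzyme for full effect; nearly all actives have a fitted effect of over 20% in size; some results filed as inactive show a strong effect at the top dose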
Target sequence (P00811 whole entry, looked up): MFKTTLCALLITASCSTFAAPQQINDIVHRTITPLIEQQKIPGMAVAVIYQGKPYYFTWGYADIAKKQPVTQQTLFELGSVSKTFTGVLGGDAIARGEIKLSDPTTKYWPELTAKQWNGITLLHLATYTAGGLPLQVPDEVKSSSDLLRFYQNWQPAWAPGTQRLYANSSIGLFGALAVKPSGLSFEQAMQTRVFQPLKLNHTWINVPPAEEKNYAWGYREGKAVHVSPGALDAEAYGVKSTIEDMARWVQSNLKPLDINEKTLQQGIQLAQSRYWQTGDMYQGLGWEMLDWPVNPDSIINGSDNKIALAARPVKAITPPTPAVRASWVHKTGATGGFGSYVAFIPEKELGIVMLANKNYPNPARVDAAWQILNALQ
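AmpC (5.3 nM in the dispensed reagent) in 20 mM phosphate pH 7.0 with 0.01% (detergent screen) or 0.0001% Triton X-100 was preincubated with compounds for 15 min at room temperature. Nitrocefin was then added from an 800 uM solution, and hydrolysis was followed at 480 nm.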
FBPA Giardia inh = inhibitors of Giardia lamblia fructose-1,6-bisphosphate aldolase; A8B2U2; purified Giardia FBPA; Potency, µM (highest dose often 59.6 µM), without a hit: top-dose activity, negative = inhibition, hits mostly inhibitors; actives 0.71% (n = 290,000); AID 2451; further: potency means the concentration at half of the fitted maximal effect; nearly all actives have a fitted effect of over 55% in size
Target sequence (A8B2U2 whole entry, looked up): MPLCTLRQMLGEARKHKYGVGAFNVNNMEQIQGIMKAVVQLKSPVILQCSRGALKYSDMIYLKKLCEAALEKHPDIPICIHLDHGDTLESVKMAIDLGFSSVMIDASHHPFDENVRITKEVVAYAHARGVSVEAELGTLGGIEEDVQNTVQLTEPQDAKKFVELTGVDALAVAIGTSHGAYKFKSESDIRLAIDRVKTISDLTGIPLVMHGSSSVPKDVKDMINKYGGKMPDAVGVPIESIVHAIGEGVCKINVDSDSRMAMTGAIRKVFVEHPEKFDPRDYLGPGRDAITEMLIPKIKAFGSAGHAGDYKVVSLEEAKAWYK
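40 nM FBPA preincubated 10 min at RT with compound (up to 57.5 uM final), then substrate plus GAPDH/TPI/NAD/arsenate coupling and diaphorase/resazurin added. Fluorescence read after 20 min at RT, 525/598 nm.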
Sm TGR inh = S. mansoni TGR enzyme inhibition; purified TGR, DTNB reduction, TNB absorbance 405 nm; Potency, µM (doses to about 114 µM), for inactives: at the top dose activity change, negative = inhibition, most hits filed as inhibitors; AID 485364; Q962Y6; actives 3% (n = 360,000); further: potency means the concentration at half of the fitted maximal effect; nearly all actives have a fitted effect of over 60% in size
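TGR 20 nM + NADPH 100 uM (dispensed conc.), cpd preinc 15 min RT; start with NADPH (500 uM addition) then DTNB (15 mM addition). Kinetic TNB absorbance, 405 nm filter. Four-parameter Hill fit across titration.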
HCMV inh = human cytomegalovirus inhibition; HFF cells, HCMV-luciferase reporter, 72 h; active compounds read low; activity change, negative = inhibition, % at 57.5 µM; actives 4.5% (n = 410,000); in the data active means activity change below about -60%; inconclusive means no clear call, values can overlap the other calls; inactive means above about -39%
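Luciferase read-out from HCMV-luciferase-infected HFFs (MOI 1 PFU/cell) 72 h post infection at 37C; compounds added after 16 h cell attachment; activity normalized between buffer-only basal and Salinomycin (10uM) inhibitor controls.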
AmpC inh detg = inhibitors of E. coli AmpC beta-lactamase with detergent. P00811. AmpC hydrolysis of nitrocefin, absorbance 480 nm, 0.01% Triton. Potency, µM (titrated, usually from 114 µM), without a hit: at the highest dose activity change, negative = inhibition, usual class: inhibitors. actives 0.041% (n = 370,000);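 further: potency means the concentration at half of the fitted maximal effect; 0% = no-compound wells and -100% = no-enzyme wells; nearly all actives have a fitted effect of over 25% in size; some results filed as inactive show a strong effect at the top dose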
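20 mM phosphate pH 7.0 + 0.01% (detergent screen) or 0.0001% Triton X-100; 5.3 nM AmpC reagent; cpd preinc 15 min RT; nitrocefin (800 uM stock) to start; A480 q20 s × 4 min; Activity was normalised to no-enzyme and no-compound control wells.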
HCV inhibitor = blocks hepatitis C virus; Huh7.5.1 HCVcc-Cre infection, luciferase reporter, 44 h; Potency, µM (series often up to 41.8 µM), without a hit: at the highest dose activity change, negative = inhibition, hits mostly inhibitors; actives 3.4% (n = 340,000); further: potency means the concentration at half of the fitted maximal effect
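Compounds are dispensed onto cells plated 4 h earlier at 1,000 per well, with HCVcc-Cre virus (about 0.5 moi) added next. Following 44 h of culture, luminescent signal is measured for 15 sec after 15 min with substrate at room temperature.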
* = called active by the depositor; ? = inconclusive; nt = no result given; + = active, no number; & = joins results of further samples; [ ] = remark or other dose. Unless noted, the call rests on the fitted dose curve; in most records, active means well fitted curve in the direction sought with a large enough effect; inconclusive means small, poorly fitted or top-dose-only effect, or another doubt; inactive means no such curve, though single readings can be large; an effect the other way counts as inactive or inconclusive. Unless noted, on the % scale 0 is the no-effect control and ±100 the full control effect.

SMILES	AmpC no deterg	FBPA Giardia inh	Sm TGR inh	HCMV inh	AmpC inh detg	HCV inhibitor
COCCCN1C(=O)C(=O)/C(=C(/O)c2ccc(S(=O)(=O)N3CCOCC3)cc2)C1c1ccc(Cl)cc1 (configuration not stated)	-15%	nt	?	-18	-6%	8%
Cc1nn(-c2ccccc2)c2sc(C(=O)Nc3ccc(Cl)cc3Cl)cc12	nt	nt	-8%	-10	0%	nt
COc1ccc2nc(NC(=O)CSc3nnc(-c4ccoc4C)n3C)sc2c1	6%	14%	-10%	34	-10%	-15%
Cc1ccc(Nc2nc3ccccc3nc2-n2nc(C)cc2C)c(Cl)c1	nt	nt	2%	3	4%	nt
Cc1cc(C)c(OCC(=O)N(C)CC(=O)Nc2ccc(N3CCOCC3)cc2)c(C)c1	97%[activator]	nt	3%	40	-1%	10%
COc1ccc(NC(=O)C2CCCN2C(=O)Nc2ccc(OC)cc2)cc1 (configuration not stated)	-6%	9%	14%	-7	-3%	17%
CCN(CC(=O)Nc1c(F)cccc1F)C(=O)c1ccc(S(=O)(=O)NCc2ccco2)cc1	?	nt	2%	-29	?	2%
Cn1c(SCC(=O)Nc2ccccc2)nnc1-c1ccccc1	nt	nt	10%	-9	-9%	nt
O=C(COc1ccc(Cl)cc1)NCC(c1ccco1)S(=O)(=O)c1ccc(Cl)cc1 (configuration not stated)	nt	nt	28µM*	10	2%	nt
COc1ccc(OC)c(-c2csc(NC(=O)C3=NN(c4ccccc4)C(=O)CC3)n2)c1	-4%	-11%	-3%	24	2%	?
Cc1cccc(C(=O)Nc2nnc(SCC(=O)Nc3ccc4c(c3)oc3ccccc34)s2)c1	-3%[2.29 µM]	-6%	-10%	14	-13%	2%
c1ccc(Cn2nnnc2C(c2cccnc2)N2CCN(c3ccccc3)CC2)cc1 (configuration not stated)	63%[activator]	22%	0%	-33	?	-9%
NS(=O)(=O)c1ccc(CCNC(=O)c2ccc3c(=O)n4c(nc3c2)CCCCC4)cc1	-18%	nt	nt	-5	nt	-3%
CCc1ccccc1NC(=O)CC(NCc1ccccc1)C(=O)O (configuration not stated)	-15%	-13%	-27%	-24	-5%	14%
COc1ccc(/C=C/C(=O)Nc2nc(C)cc(C)n2)cc1OC	-5%	-27%	9%	21	11%	4%
O=C(CCS(=O)(=O)Cc1ccccc1)Nc1ccc2c(c1)OCCO2	-18%	0%	0%	41	1%	7%
COc1ccc2c(c1)[C@H]1[C@H](CO2)[C@H](c2ccccc2)[C@]2(C)C(=O)N[C@@H](C)C(=O)N12	-1%	nt	-20%	nt	0%	11%
CCN(CC(=O)Nc1ccc(NC(C)=O)cc1)C(=O)c1cc(-c2ccccc2)nn1-c1ccccc1	61%[activator]	nt	-1%	-23	-13%	-25%
CN(C)CC(=O)Nc1cc(C(F)(F)F)ccc1Cl	2%	0%	-1%	42	?	2%
Cc1nc(Cl)c(C(=O)Nc2cccc(F)c2)c(C)c1Cl	-32%	-27%	-7%	-23	?	5%

Reprinted from the part before: three compounds, followed by the next part.
SMILES	AmpC no deterg	FBPA Giardia inh	Sm TGR inh	HCMV inh	AmpC inh detg	HCV inhibitor
CCN(CC(=O)Nc1ccc(NC(C)=O)cc1)C(=O)c1cc(-c2ccccc2)nn1-c1ccccc1	61%[activator]	nt	-1%	-23	-13%	-25%
CN(C)CC(=O)Nc1cc(C(F)(F)F)ccc1Cl	2%	0%	-1%	42	?	2%
Cc1nc(Cl)c(C(=O)Nc2cccc(F)c2)c(C)c1Cl	-32%	-27%	-7%	-23	?	5%
O=C(CCC1CCCC1)NC1CCCCC1	-2%	3%	-2%	-11	0%	-7%
CC(C)(C)[C@H]1COC(=O)[C@@H](Cc2ccc(F)cc2)CC/C=C/C[C@@H](CC(=O)N[C@@H](CO)Cc2ccccc2)C(=O)N1	232%[activator]	nt	nt	5	nt	?
O=C(NC1CCCCC1)C1Cc2ccccc2CN1S(=O)(=O)c1ccc(F)cc1 (configuration not stated)	-3%	-4%	-3%	1	?	-11%
O=C(Oc1cccc2cccnc12)c1ccc(N2C(=O)C3C4CCC(C4)C3C2=O)cc1 (configuration not stated)	-9%	-16%	-1%	?	6%	?
CCCC1(C(=O)OCC)NC(c2ccc(OC)cc2OC)C2C(=O)N(c3ccc4c(c3)OCCO4)C(=O)C21 (configuration not stated)	123%[activator]	6%	6%	56	?	2%
COc1ccc2oc(-c3ccc(C)c(NC(=O)CSc4ccc(Cl)cc4)c3)nc2c1	-16%	2%	5%&6%	106&123	-7%&0%	-2%
CCCc1c(C)nc(N2CCN(c3ccc(F)cc3)CC2)[nH]c1=O	-10%	-1%	2%	-28	-10%	6%
Cc1ccc2nc(-c3ccc(S(=O)(=O)N4CCOCC4)cc3)cn2c1	-25%	-5%	1%	nt	-2%	-12%
COc1ccc(CCNC(=O)CS(=O)(=O)c2cn(CC(=O)N(C(C)C)C(C)C)c3ccccc23)cc1OC	103%[activator]	nt	-27%	-8	1%	nt
CCC(c1nnnn1Cc1ccccc1)N1CCN(c2ccc(OC)cc2)CC1 (configuration not stated)	73%[activator]	0%	-1%	-5	-4%	-14%
CC(NC(=O)c1ccccc1)c1nnc(SCC(=O)NC2CCCC2)n1C (configuration not stated)	-3%	nt	-6%	31	-6%	8%
O=C(O)c1ccccc1NC(=O)C1C2C=CC(C2)C1C(=O)O (configuration not stated)	-9%	-6%	-11%	0	-13%	17%
CCOC(=O)c1sc2c(c1C)c(=O)c(C(=O)OCC)cn2CC	-20%	1%	-20%	-2	-1%	-25%
COC(=O)c1cnc(N2CCN(c3ccc(OC)cc3)CC2)c2ccccc12	nt	nt	-4%	?	0%	nt
CC1CN(C(=O)C(C)Sc2nnnn2C)CC(C)O1 (configuration not stated)	-7%	3%	9%	-6	7%	3%
CS(=O)(=O)c1ccc(NS(=O)(=O)c2ccc(Cl)c(C(=O)NCc3ccco3)c2)cc1	-30%	nt	-22%	-4	-3%	-1%
COc1cc2c(cc1OC)-c1cc(Nc3ccc(C)cc3)nc(=O)n1CC2	-38%	6%	-10%	38	-8%	-17%
CC1(C)OC(C(=O)NC2CCCCC2)C(C(=O)NC2CCCCC2)O1 (configuration not stated)	10%	5%	2%	15	-4%	23%
CCc1ccccc1NC(=O)c1ccc2[nH]c(C)c(C)c2c1	nt	nt	7%	83	7%	nt
Cc1c(OCC(=O)NCCCN2CCCC2=O)ccc2c3c(c(=O)oc12)CCCC3	26%	nt	-23%	+	-10%	7%

In the list so far, these have a furan ring, fused or not.
SMILES	AmpC no deterg	FBPA Giardia inh	Sm TGR inh	HCMV inh	AmpC inh detg	HCV inhibitor
COc1ccc2nc(NC(=O)CSc3nnc(-c4ccoc4C)n3C)sc2c1	6%	14%	-10%	34	-10%	-15%
CCN(CC(=O)Nc1c(F)cccc1F)C(=O)c1ccc(S(=O)(=O)NCc2ccco2)cc1	?	nt	2%	-29	?	2%
O=C(COc1ccc(Cl)cc1)NCC(c1ccco1)S(=O)(=O)c1ccc(Cl)cc1 (configuration not stated)	nt	nt	28µM*	10	2%	nt
Cc1cccc(C(=O)Nc2nnc(SCC(=O)Nc3ccc4c(c3)oc3ccccc34)s2)c1	-3%[2.29 µM]	-6%	-10%	14	-13%	2%
CS(=O)(=O)c1ccc(NS(=O)(=O)c2ccc(Cl)c(C(=O)NCc3ccco3)c2)cc1	-30%	nt	-22%	-4	-3%	-1%

Full records from above:
Record of `O=C(CCC1CCCC1)NC1CCCCC1` = AmpC no deterg: -2%; FBPA Giardia inh: 3%; Sm TGR inh: -2%; HCMV inh: -11; AmpC inh detg: 0%; HCV inhibitor: -7%
Record of `CCCc1c(C)nc(N2CCN(c3ccc(F)cc3)CC2)[nH]c1=O` = AmpC no deterg: -10%; FBPA Giardia inh: -1%; Sm TGR inh: 2%; HCMV inh: -28; AmpC inh detg: -10%; HCV inhibitor: 6%

New compounds follow
SMILES	AmpC no deterg	FBPA Giardia inh	Sm TGR inh	HCMV inh	AmpC inh detg	HCV inhibitor
CCOc1ccc(NC(=O)N2CCC(n3nnc4ccccc43)CC2)cc1	-15%	-13%	nt	-28	-7%	-12%
CCOc1ccc(CCNC(=O)COC(=O)c2cc(OC)c(OC)c(OC)c2)cc1OCC	1%[11.4 µM]	3%	-11%	30	?	nt
COc1cccc(NC(=O)CN(C)C(=O)C2CC3C=CC2C3)c1 (configuration not stated)	-12%	nt	nt	22	nt	?
CC1=Nc2ccc(C)cc2/C1=C/c1c(N)n2oc(C)cc2nc1=O	-17%&-33%	0%&3%	8%&0%	-21&-15	-2%&1%	?
COc1ccc(S(=O)(=O)NC(C)C(=O)NCc2ccc3c(c2)OCO3)cc1OC (configuration not stated)	1%	-4%	2%	14	2%	12%
CCOc1ccc(-c2cc(OC(=O)c3ccccc3)c3c(C)oc(C)c3c(=O)c2)cc1	nt	nt	50µM*	11	15%	nt
COC(=O)c1ccccc1NC(=O)C/C(C)=N/NC(=O)CC#N	29%	2%	10%	-22	3%	5%
COc1ccc2cc(CNc3ccc(C)cc3)c(=O)n(CC(=O)Nc3cccc(C(F)(F)F)c3)c2c1	nt	nt	13%	1	2%	nt
COc1ccc(S(=O)(=O)NCC2CCC(C(=O)NCC(OC)OC)CC2)cc1 (configuration not stated)	-14%	4%	-4%	-38	2%	6%
COc1ccc(S(=O)(=O)N2CCCCCC2)cc1C(=O)OCc1cccc(OC)c1OC	32%	nt	3%	-12	?	?
COc1ccccc1N(CC(=O)Nc1ccc(F)c(F)c1)S(C)(=O)=O	-8%	5%	5%	10	?	-2%
COC(=O)C1=C(N)OC2=C(C(=O)CCC2)C1c1cccnc1 (configuration not stated)	-9%	0%	-1%[57.1 µM]	-14	?	11%
COc1ccc(C(C(=O)NC2CCCCC2)N(C(=O)c2ccco2)c2ccccc2OC)cc1 (configuration not stated)	47%	-3%	3%	7	-5%	4%
CC1=N/C(=C/c2cccnc2)C(=O)O1	-15%	5%	22µM*	?	5%	-3%
Cn1c(SCC(=O)NCC2CCCO2)ncc(C(=O)Nc2ccc(Cl)cc2)c1=O (configuration not stated)	-8%	nt	0%	12	-5%	?
CCCCOc1ccc(C(=O)NCc2ccco2)cc1	-12%	nt	-12%	4	-2%	-5%
